Screening data: PubChem BioAssay, National Center for Advancing Translational Sciences (NCATS)
Tau fibril ThT: qHTS for Inhibitors of Tau Fibril Formation, Thioflavin T Binding; Microtubule-associated protein tau (Homo sapiens), P10636; recombinant tau K18 P301L, heparin-induced fibrillization, ThT fluorescence; Potency, µM (top dose mostly 57.4 µM), inactives show at the highest dose activity, negative = inhibition, usual class: inhibitors; hit rate 2.1% among 270,000; AID 1460, 2008; further: nearly all actives have a fitted effect of over 55% in size
Target sequence (P10636 561-689 P618L limits assumed): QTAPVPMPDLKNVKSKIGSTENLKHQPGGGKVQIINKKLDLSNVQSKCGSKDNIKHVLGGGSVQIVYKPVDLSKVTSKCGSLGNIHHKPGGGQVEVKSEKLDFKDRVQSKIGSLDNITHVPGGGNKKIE
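Using a mix of unlabeled (15 uM) and Alexa 594-labeled (0.24 uM) tau K18 P301L, heparin-triggered fibrillization over 6 hr at 37 C was scored by ThT fluorescence.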
GLA spleen mod: qHTS Assay for Inhibitors and Activators of Human alpha-Galactosidase From Spleen Homogenate. human spleen homogenate, 4MU-alpha-Gal fluorescence, 40 min. hit rate 0.008% among 240,000. Potency, µM (top dose mostly 80 µM), for the others: at the top dose activity change, negative = inhibition, most hits filed as inhibitors. AID 2107, 2009;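 further: 0% = enzyme with vehicle and -100% = no enzyme basal signal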
Target sequence (P06280 32-429 limits assumed): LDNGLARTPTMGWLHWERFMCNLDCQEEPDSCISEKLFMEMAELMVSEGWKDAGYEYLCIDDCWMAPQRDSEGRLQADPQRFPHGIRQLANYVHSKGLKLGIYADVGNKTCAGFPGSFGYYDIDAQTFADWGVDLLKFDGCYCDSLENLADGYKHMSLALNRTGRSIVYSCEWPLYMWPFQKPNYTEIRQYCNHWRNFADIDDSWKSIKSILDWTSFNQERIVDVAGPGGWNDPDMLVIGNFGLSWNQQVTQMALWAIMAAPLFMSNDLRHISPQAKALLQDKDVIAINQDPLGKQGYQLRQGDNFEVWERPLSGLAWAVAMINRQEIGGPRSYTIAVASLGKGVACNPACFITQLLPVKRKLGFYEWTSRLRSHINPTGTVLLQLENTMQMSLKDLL
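qHTS titration in buffer at pH 5.0. Alpha-galactosidase activity in spleen homogenate was measured via 4-methylumbelliferone release from 1 mM fluorogenic substrate after 40 min at 37C and a pH 10 stop. AC50 came from Hill fits of control-normalized data.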
ALDH1A1 inh: qHTS Assay for Inhibitors of Aldehyde Dehydrogenase 1 (ALDH1A1); AID 1030, 2008; Purified ALDH1A1, NADH fluorescence, propionaldehyde substrate; Aldehyde dehydrogenase 1A1 (Homo sapiens), P00352; Potency, µM (doses to about 75.3 µM), without a hit: at the top dose activity, negative = inhibition, hits mostly inhibitors; hit rate 7.3% among 220,000; active means well fitted inhibition curve with a large enough effect, not every such curve was filed as active; inconclusive means small, poorly fitted or top-dose-only effect, or another doubt; inactive means no such curve, though single readings can be large or run the other way;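 further: plate controls were no enzyme wells and a reference inhibitor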
Target sequence (P00352 whole entry, looked up): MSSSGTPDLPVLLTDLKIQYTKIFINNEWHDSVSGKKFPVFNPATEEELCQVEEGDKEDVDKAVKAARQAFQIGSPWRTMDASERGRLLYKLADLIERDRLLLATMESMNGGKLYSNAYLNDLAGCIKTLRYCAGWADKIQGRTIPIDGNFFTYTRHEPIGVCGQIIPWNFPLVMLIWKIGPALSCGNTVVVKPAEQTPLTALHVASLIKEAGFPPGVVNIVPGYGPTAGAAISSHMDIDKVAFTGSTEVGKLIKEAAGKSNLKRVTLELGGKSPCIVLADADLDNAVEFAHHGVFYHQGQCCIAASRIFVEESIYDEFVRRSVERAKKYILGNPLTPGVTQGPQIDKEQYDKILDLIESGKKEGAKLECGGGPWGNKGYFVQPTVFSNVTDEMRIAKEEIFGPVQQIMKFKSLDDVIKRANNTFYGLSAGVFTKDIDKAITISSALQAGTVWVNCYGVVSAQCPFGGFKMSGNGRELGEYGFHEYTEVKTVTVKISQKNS
TRb-SRC2 inh: qHTS for Inhibitors of the Interaction of Thyroid Hormone Receptor and Steroid Receptor Coregulator 2. Thyroid hormone receptor beta (Homo sapiens), P10828. TRbeta-SRC2 peptide binding, fluorescence polarization; receptor liganded with 1 µM T3. Potency, µM (highest dose often 106 µM), for the others: at the highest dose activity change, negative = inhibition, actives largely listed as inhibitors. hit rate 0.065% among 280,000. AID 1469, 2008;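 further: plate controls were bound peptide for no effect and peptide without receptor for full effect; nearly all actives have a fitted effect of over 50% in size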
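Human TRb LBD (0.6 uM) plus Texas Red-labeled SRC2 peptide (20 nM), 1uM T3, 5% DMSO, 5 hr at ambient temperature. Decreased polarization (555/632 nm) flags inhibition; data normalized to free and bound peptide controls.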
Tau fluor counter: Counterscreen qHTS for Inhibitors of Tau Fibril Formation, Fluorescence Polarization | Potency, µM (series often up to 57.7 µM), without a hit: at the top dose activity change, negative = decrease | hit rate 0.93% among 280,000 | tau K18 P301L Alexa594 fluorescence, heparin fibrillization | AID 1463, 2008; further: nearly all actives have a fitted effect of over 55% in size
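Human tau K18 P301L (15 uM unlabeled, 0.24 uM Alexa 594-labeled) in 100 mM sodium acetate pH 7 with 20 uM heparin, 6 hr at 37 C. ThT 30 uM added, 1 hr ambient; Alexa 594 FP and total fluorescence read at 555/632 nm.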
TR SRC2 fluor cs: Total Fluorescence Counterscreen for Inhibitors of the Interaction of Thyroid Hormone Receptor and Steroid Receptor Coregulator 2. TRb/SRC2 Texas Red total fluorescence interference. Potency, µM (series often up to 106 µM), without a hit: at the top dose fluorescence change, negative = quenching. AID 1479, 2009. hit rate 0.29% among 280,000; active means well fitted curve in either direction with a large enough effect; inconclusive means small, poorly fitted or top-dose-only effect
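Human TRb ligand-binding domain at 0.6 uM with 20 nM Texas Red SRC2 peptide in Tris buffer containing 1 uM T3 and 5% DMSO, incubated with compound 5 h at ambient temperature. Total fluorescence (555/632 nm) calculated as parallel + 2 × perpendicular.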
Tau fibril FP: qHTS for Inhibitors of Tau Fibril Formation, Fluorescence Polarization. hit rate 0.39% among 280,000. AID 1468, 2008. K18 P301L tau heparin fibrillization, Alexa594 FP, 6 h. Potency, µM (doses to about 57.7 µM), inactives show at the highest dose activity, negative = inhibition, actives largely listed as inhibitors. Microtubule-associated protein tau (Homo sapiens), P10636; further: nearly all actives have a fitted effect of over 55% in size
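Compound effects on tau fibrillization are measured by Alexa 594 fluorescence polarization (ex 555, em 632 nm). K18 P301L tau is used at 15 uM with 0.24 uM labeled tracer, and 20 uM heparin induces aggregation over 6 hr at 37 C.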
L3MBTL1 inh: qHTS Assay for the Inhibitors of L3MBTL1 | Lethal(3)malignant brain tumor-like protein 1 (Homo sapiens), Q9Y468 | AlphaScreen L3MBTL1–H3K9me1 peptide binding | Potency, µM (titrated, usually from 57.1 µM), inactives show at the highest dose activity, negative = inhibition, hits mostly inhibitors | hit rate 0.66% among 230,000 | AID 485360, 2010; further: nearly all actives have a fitted effect of over 60% in size
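L3MBTL1 50 nM + b-AHA-H3(1-15)K9me1 75 nM, 30 min RT; compound added, 30 min RT; streptavidin donor/Ni-chelate acceptor beads 10 ug/mL each final, 30 min RT dark; AlphaScreen read.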
Starred values were filed as active, the others as inactive; ? = inconclusive; / = no result given; [ ] = remark or other dose. Unless noted, the call rests on the fitted dose curve; in most records, active means well fitted curve in the direction sought with a large enough effect; inconclusive means small, poorly fitted or top-dose-only effect, or another doubt; inactive means no such curve, though single readings can be large; an effect the other way counts as inactive or inconclusive. Unless noted, on the % scale 0 is the no-effect control and ±100 the full control effect; potency means the concentration at half of the fitted maximal effect.

Screens in order: Tau fibril FP | L3MBTL1 inh | GLA spleen mod | ALDH1A1 inh | Tau fluor counter | TR SRC2 fluor cs | TRb-SRC2 inh | Tau fibril ThT
[1] CCOC(=O)/C=c1\s/c(=C\c2ccccc2OC)c(=O)n1CC(=O)N1CCOCC1
→ -4% | 2% | 4% | -9% | -15% | -5% | -1% | -8%
[2] COc1cccc(NS(=O)(=O)c2cc(-c3cnc(C4CC4)o3)ccc2C)c1
→ 0% | / | / | / | ? | -2% | 6% | -2%
[3] CN(C)c1nc(N)c2ncc(=S)[nH]c2n1
→ ? | -6% | 8% | ? | -11% | -3% | -6% | ?
[4] Cc1cc(-c2ccccc2)c(C#N)c(N)n1
→ 7% | / | 5% | ? | 1% | -2% | -11% | 1%
[5] CC(=O)Nc1cc(S(=O)(=O)Nc2ccc(C)cc2)c(C)cc1C
→ -3% | -3% | -16% | 4% | 5% | -3% | -3% | -1%
[6] COc1ccc(OC)c(NS(=O)(=O)c2ccc(N3CCCCS3(=O)=O)cc2)c1
→ -1% | / | / | / | -3% | -1% | -4% | 7%
[7] CN1CCN(/N=C/c2ccc(N(c3ccccc3)c3ccccc3)cc2)CC1
→ -16% | 23% | 7% | ? | ? | 0% | 8% | ?
[8] CCOc1ccc(NC(=O)Cn2c(=O)n(-c3ccccc3)c(=O)c3c4c(sc32)CCCC4)cc1
→ -15% | / | / | / | -21% | 1% | 1% | -7%
[9] COc1ccc(S(=O)(=O)n2nc(OC(=O)c3c(-c4ccccc4Cl)noc3C)cc2N)cc1
→ 0% | 36% | 5% | ? | 4% | -5% | -3% | 13%
[10] COc1ccc(/C=N/S(=O)(=O)CCc2ccccc2)c(OC)c1
→ 1% | -5% | 14% | 0% | -1% | -4% | -9% | 3%
[11] O=S(=O)(N[C@@H]1C[C@H]2CC[C@@H]1C2)c1cccs1
→ -4% | 0% | -12% | -15% | -11% | 2% | -18% | -13%
[12] Cc1c(C#N)c2ccccc2n1CC(=O)N1CCCc2ccccc21
→ 6% | / | -3% | -5% | -23% | 0% | -5% | -9%
[13] O=C(NCc1cccs1)c1ccc2c(c1)sc1nc(-c3ccccc3)cn12
→ -7% | / | / | / | 1% | ? | -5% | 1%
[14] CO/N=C/C1CCN(c2ncc(C(F)(F)F)cc2Cl)C1=O (stereo unspecified)
→ -2% | 5% | -8% | 32µM* | -5% | -2% | -3% | -5%
[15] COc1ccc(C(C)=O)cc1CSc1nc2ccccc2c(=O)n1-c1cccc(C)c1
→ -4% | -14% | 5% | ? | -9% | 3% | 9% | -4%
[16] Cc1cc(/C=C2\NC(=S)NC2=O)c(C)n1-c1cccnc1
→ -4% | -9% | -7% | 23% | 6% | -2% | 1% | -12%
[17] COc1cc(/C=N/NC(=O)Cn2ccc(C(F)(F)F)n2)cc(OC)c1OC
→ 5% | 28% | -6% | -11% | 0% | 0% | -4% | 3%
[18] O=C(C1=C(O)C(=O)N(CC2CCCO2)C1c1cccnc1)c1ccco1 (stereo unspecified)
→ 3% | 8% | -1% | -8% | -5% | 1% | 5% | -11%
[19] CCCc1cc(NCCCO)n2c(nc3ccccc32)c1C#N
→ 5% | 24% | ? | / | -3% | -1% | 4% | 2%
[20] COc1ccc(NC(=O)COCc2cc(-c3ccc4c(c3)OCO4)on2)cc1
→ ? | / | / | / | -14% | -3% | -7% | ?
[21] COc1cccc(CNC(=O)CSc2cc(=O)n(C)c3ccccc23)c1
→ -3% | / | 6% | -2% | -19% | 1% | -7% | -14%
[22] O=S(=O)(NCc1ccc2c(c1)OCO2)c1cnc[nH]1
→ 0% | -3% | -10% | 2% | 6% | -2% | 5% | -1%
[23] NC(=S)N/N=C1\CCOc2ccc(Cl)cc21
→ 5% | -6% | 4% | 1% | -7% | -3% | 4% | -15%
[24] c1ccc(-c2nc3c(ccc4ccccc43)[nH]2)nc1
→ 4% | -5% | 6% | ? | -26% | -4% | 1% | ?
[25] COc1ccc(CNC(=O)c2c(C)cc(=O)oc2C)cc1
→ -2% | -31% | 2% | ? | -8% | -2% | -1% | -3%
[26] Cc1sc2nc(COC(=O)c3cccc(OC(F)F)c3)[nH]c(=O)c2c1C
→ -5% | -5% | -2% | / | ? | -1% | 7% | -20%
[27] CN(C)c1ccnc2sc3c(=O)n(-c4ccccc4)cnc3c12
→ 0% | -2% | -2% | ? | 0% | -3% | -1% | -6%
[28] CCOC(=O)c1csc(NC(=O)Nc2cccc(OC)c2)n1
→ 2% | -4% | 8% | -8% | -1% | -5% | -4% | 4%
[29] CCOc1ccc(NS(=O)(=O)c2c(C)nc3sc(C)c(C)n3c2=O)cc1
→ 4% | / | / | / | -11% | -2% | -8% | -4%
[30] CO[C@@H]1/C=C\CC(=O)N[C@@H](C)C(=O)OC[C@H](NS(=O)(=O)c2ccc(C)cc2)[C@H](C)/C=C\CC(=O)OC[C@H]1C
→ 0%[11.6 µM] | / | -1%[17.5 µM] | 4%[13.5 µM] | -4%[11.6 µM] | 3%[11.2 µM] | 0%[11.2 µM] | -3%[11.5 µM]
[31] CCOc1cc(C(=O)Nc2ccc(S(=O)(=O)Nc3cc(OC)nc(OC)n3)cc2)cc(OCC)c1OCC
→ 1% | / | / | / | ? | 7% | 6% | -18%
[32] Cc1ccc(S(=O)(=O)c2cnc(SCC(=O)Nc3ccc4c(c3)OCCO4)[nH]c2=O)cc1
→ 7% | / | / | / | -8% | 2% | -5% | -16%
[33] Cc1ccc(N2C(=O)c3ccc(C(=O)N4CCN(c5ccc(C)c(C)c5)CC4)cc3C2=O)cc1
→ 3% | 9% | -7% | 7% | 4% | -1% | -8% | -5%
[34] Cc1ccccc1NC(=S)N(Cc1cccs1)C1CCCCC1
→ -4% | / | -2% | -9% | -13% | -2% | 5% | -7%
[35] C=C1C(=O)O[C@@H]2[C@H]3O[C@]3(C)CC/C=C(\C)CC[C@@H]12
→ -9% | / | -7% | 13µM* | 4% | 1% | -12% | -10%
[36] O=C1c2ccccc2C(=O)N1c1cccc2cccnc12
→ 3% | 1% | -1% | 0% | 5% | -2% | 0% | 6%
[37] CN(Cc1ccccc1F)c1ccc(S(=O)(=O)N2CCCC2)cn1
→ 8% | -5% | 3% | 0% | 15% | -3% | 3% | 15%
[38] Cc1ccccc1-n1c(C)cc(/C=N/NC(=O)c2ccncc2)c1C
→ -11% | -10% | 4% | 32µM* | -17% | 1% | -11% | -13%
[39] NS(=O)(=O)c1cccc(NC(=O)CSc2ncc(C(F)(F)F)cc2Cl)c1
→ -3% | 8% | 4% | ? | -6% | -1% | 5% | 3%
[40] CCCCCCSc1ncc(C#N)c(N)n1
→ -1% | 57%[activator] | -15% | 1% | -7% | 0%[53 µM] | -15%[53 µM] | 4%
[41] CC(C)c1ccc(NC2(C#N)C(=O)Nc3ccccc32)cc1 (stereo unspecified)
→ -1% | -3% | 3% | ? | -12% | -4% | 1% | ?
[42] Cc1ccc2[nH]c(=O)c(CN(CCO)C(=O)NCc3ccccc3)cc2c1
→ 1% | / | 3% | ? | -4% | -2% | -5% | -5%
[43] O=C1[C@H]2[C@H]3[C@H](O)[C@H](O)C/C(=N/OC[C@@H](O)COCc4ccco4)[C@@H]3CC[C@@H]2C(=O)N1Cc1ccc2c(c1)OCO2
→ -1%[11.6 µM] | / | 4%[17.5 µM] | 8%[13.5 µM] | -4%[11.6 µM] | -2%[11.2 µM] | -2%[11.2 µM] | -2%[11.5 µM]
[44] CC(C)CCn1cnc2c1c(=O)n(C)c(=O)n2C
→ -2% | 4% | 8% | -3% | -5% | -4% | 2% | -1%
[45] CCOCCN(C(=O)c1ccccc1Cl)c1cccc(C)c1C
→ -2% | 9% | -1% | / | -11% | 0% | 4% | -4%
[46] COC(=O)C1=C(SC)N(c2ccccc2)C(c2ccccc2)CC1=O (stereo unspecified)
→ 2% | 0% | -6% | -11% | 3% | -5% | 9% | 3%
[47] COc1ccc(CNC(=O)c2ccc(NC(=O)N3CCSc4ccccc43)cc2)cc1
→ ? | / | / | / | ? | 1% | 11% | 7%
[48] CCCc1c(C(=O)NNc2cc(C(F)(F)F)ccc2Cl)cnn1-c1ccccc1
→ -9% | -2% | 4% | / | -17% | -4% | -9% | -4%
[49] COc1ccc(C2=NO[C@@H]3C(=O)N(c4ccc5c(c4)OCCO5)C(=O)[C@H]23)cc1OC
→ -1% | / | -3% | ? | -17% | -1% | -7% | ?
[50] COc1ccc(CC(=O)Nc2ccccc2N2CCOCC2)cc1OC
→ 8% | / | 0% | 6% | 4% | 1% | -2% | -2%

(more compounds)
Screens in order: Tau fibril FP | L3MBTL1 inh | GLA spleen mod | ALDH1A1 inh | Tau fluor counter | TR SRC2 fluor cs | TRb-SRC2 inh | Tau fibril ThT
[51] COc1cc2c(cc1OC)-c1nnc(C)n1C(C)(C)C2
→ 3% | 0% | 5% | -2% | 3% | 0% | -2% | -3%
[52] COC(=O)c1ccc(CSc2nc3scc(-c4cccs4)c3c(=O)[nH]2)o1
→ 1% | ? | 6% | ? | -27% | -10% | 5% | ?
[53] O=C1CSC2(C(=O)N(Cc3ccccc3F)c3ccccc32)N1c1cccc(C(F)(F)F)c1 (stereo unspecified)
→ -1% | / | / | / | -25% | -2% | -8% | -15%
[54] Cc1c(Cl)ccc2sc(N3CCN(C(=O)C4CC4)CC3)nc12
→ -7% | / | / | / | -20% | -1% | -5% | ?
[55] CC(C)(C)OC(=O)[C@H](Cc1ccccc1)NC(=O)c1nc[nH]c1C(=O)NCc1ccccc1
→ ? | -5% | -6% | 0% | ? | -1% | 5% | 4%
[56] CCCCCC(C)N (stereo unspecified)
→ -6% | / | 2% | -10% | -12% | 0% | -5% | -6%
